Screening results deposited in PubChem by several laboratories.
E coli Lon inh – inhibitors of E. coli Lon protease, primary screen, biochemical, fluorescence polarization; purified E. coli Lon protease; inhibition, % at 7.94 µM; 0.42% of 360,000 active; AID 602123, 2011; P0A9M0; in the data active = inhibition above about 13%, passing the limit was not always enough;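 also: 0% = enzyme with probe and DMSO and 100% = no enzyme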
Target sequence (P0A9M0 whole entry, looked up): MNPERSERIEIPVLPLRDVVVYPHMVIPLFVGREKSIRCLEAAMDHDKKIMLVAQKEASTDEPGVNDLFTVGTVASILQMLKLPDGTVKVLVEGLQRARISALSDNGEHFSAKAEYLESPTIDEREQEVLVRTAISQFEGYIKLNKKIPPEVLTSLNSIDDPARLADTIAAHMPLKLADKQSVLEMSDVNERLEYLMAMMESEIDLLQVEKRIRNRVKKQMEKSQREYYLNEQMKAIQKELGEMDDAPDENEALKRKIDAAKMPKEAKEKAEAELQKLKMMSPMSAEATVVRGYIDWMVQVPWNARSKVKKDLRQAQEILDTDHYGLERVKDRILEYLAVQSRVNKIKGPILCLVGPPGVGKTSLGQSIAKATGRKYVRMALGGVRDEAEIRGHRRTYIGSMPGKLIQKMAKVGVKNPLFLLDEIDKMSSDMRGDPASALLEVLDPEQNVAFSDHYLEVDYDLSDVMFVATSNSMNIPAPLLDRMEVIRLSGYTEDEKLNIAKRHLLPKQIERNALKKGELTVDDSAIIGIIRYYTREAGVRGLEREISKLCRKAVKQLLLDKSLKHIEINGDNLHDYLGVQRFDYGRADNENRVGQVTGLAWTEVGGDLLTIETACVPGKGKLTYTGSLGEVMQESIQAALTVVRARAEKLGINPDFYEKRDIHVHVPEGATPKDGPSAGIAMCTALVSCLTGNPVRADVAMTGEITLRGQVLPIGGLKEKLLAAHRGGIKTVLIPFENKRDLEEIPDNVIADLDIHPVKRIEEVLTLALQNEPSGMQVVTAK
FAS-TE inh – FAS thioesterase domain inhibitors, primary screen, biochemical, fluorescence intensity, uHTS; recombinant FAS-TE, OMFH fluorogenic substrate, fluorescence endpoint; inhibition, % at 15 µM; 0.67% of 360,000 active;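 active = compounds whose normalised, plate-corrected inhibition of enzyme fluorescence in the single-dose primary screen is 50% or more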;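 also: 0% = DMSO with enzyme and 100% = substrate without enzyme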
CendR NRP1 mod – modulators of CendR peptide binding to NRP-1, primary screen, biochemical, fluorescence polarization, uHTS | FAM-RPARPAR peptide binding to NRP-1 | inhibition, % at 25 µM | 0.85% of 360,000 active | Neuropilin-1 (Homo sapiens), O14786;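 active = inhibition or corrected inhibition above about 18%, plus a signal ratio from 0.5 to 1.5, limit read from the data, passing the limit was not always enough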; also: strong numbers were not always called active
MT1-MMP act inh – blockers of MT1-MMP proenzyme processing, primary screen, HT1080 RFP-PRO-GFP cells, GFP/RFP fluorescence; Matrix metalloproteinase-14 (Homo sapiens), P50281; GFP/RFP ratio fluorescence, overnight; percent of plate control window, DMSO zero; GFP/RFP ratio change, % at 20 µM; 0.061% of 360,000 active; AID 651647, 2012;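 active = GFP/RFP ratio change of at least 30% with cell ATP level not reduced by more than half and red fluorescence within 50% of control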; also: strong numbers were not always called active
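Assay system: HT1080 RFP-PRO-GFP cells | Dosing: 20 µM single dose, 1% DMSO | Incubation: Cells overnight before dosing, compound overnight, 37 °C, 5% CO2 | Evaluation: GFP/RFP fluorescence ratio | Control set: DMSO-only wells and HT1080 RFP-L50D-GFP cell wells as references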
Rin1-Abl PPI inh – inhibitors of Rin1-Abl protein binding, primary screen, biochemical, TR-FRET | inhibition, % at 7.35 µM | Tyrosine-protein kinase ABL1 (Homo sapiens) + Ras and Rab interactor 1 (Homo sapiens), … | AID 588664, 2011 | 0.4% of 360,000 active; in the data active = inhibition above about 5%, passing the limit was not always enough
SKN-1 block – suppressors of acrylamide-induced Pgst-4::GFP reporter in worms, primary screen, SKN-1 inhibitor project, whole organism, uHTS, GFP/RFP fluorescence ratio, strain VP596; inhibition, % at 21.8 µM; 0.49% of 360,000 active; C. elegans VP596 Pgst-4::GFP/RFP ratio, 24 h;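 active = interference check ratio from 0.5 to 1.5 plus GFP to RFP signal ratio inhibition reaching or exceeding a fixed threshold, cut at about 30% in these data, passing the limit was not always enough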; also: some compounds called inactive have numbers as strong as hits
bovine MsrA act – bovine MsrA enzyme activators, primary screen, biochemical, absorbance, HTS; purified bovine MsrA, absorbance read-out; activation, % at 10.6 µM; 0.3% of 360,000 active; in the data active = activation above about 7.5%;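 also: 0% = vehicle and 100% = reference activator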
Neddyl block – inhibitors of cullin neddylation, primary screen, biochemical, TR-FRET, uHTS, NAE and Ubc12. calls only at 25 µM. 0.58% of 360,000 active; in the data active = inhibition above about 36%
MLLE-PAM2 inh – inhibitors of PABP1 MLLE–PAM2 peptide binding, primary screen, biochemical, fluorescence polarization, FITC-PAM2, GST-MLLE; Polyadenylate-binding protein 1 (Homo sapiens), P11940; inhibition, % at 20 µM; 0.36% of 360,000 active; AID 588489, 2011; in the data active = inhibition above about 35%, passing the limit was not always enough;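 also: plate controls were DMSO wells with GST-MLLE for no effect and wells lacking GST-MLLE protein for full effect; some results filed as inactive read as strong as hits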
* marks the source's active call; other numbers are inactive results.

`Cc1cccc(S(=O)(=O)NC(=O)C2(C)CCN2C(=O)c2cccc(F)c2)c1` (stereo not drawn) gave E coli Lon inh 5, FAS-TE inh -9, CendR NRP1 mod -4, MT1-MMP act inh -6, Rin1-Abl PPI inh 3, SKN-1 block -3, bovine MsrA act -3, Neddyl block inactive and MLLE-PAM2 inh 7.
COc1cc(CCC(=O)OCC(=O)Nc2ncc(Cl)cc2Cl)cc(OC)c1OC was read as E coli Lon inh 1, FAS-TE inh -2, CendR NRP1 mod -9, MT1-MMP act inh -3, Rin1-Abl PPI inh 0, SKN-1 block -1, bovine MsrA act -10, Neddyl block inactive and MLLE-PAM2 inh -6.
For O=C1CS/C(=N/N=C/c2ccccc2OS(=O)(=O)c2ccccc2)N1 the results were E coli Lon inh -8, FAS-TE inh -8, CendR NRP1 mod 2, MT1-MMP act inh -1, Rin1-Abl PPI inh -4, SKN-1 block 2, bovine MsrA act -3, Neddyl block inactive and MLLE-PAM2 inh 8.
CC1Cc2ccccc2N1C(=O)CSc1nnc2c(n1)[nH]c1ccccc12 (stereo not drawn) was read as E coli Lon inh -8, FAS-TE inh 10, CendR NRP1 mod -57, MT1-MMP act inh -5, Rin1-Abl PPI inh 0, SKN-1 block 0, bovine MsrA act -2, Neddyl block inactive and MLLE-PAM2 inh 21.
For O=C(c1ccco1)N1CCN(c2ncnc3scc(-c4cccs4)c23)CC1 the results were E coli Lon inh -3, FAS-TE inh 8, CendR NRP1 mod -15, MT1-MMP act inh -15, Rin1-Abl PPI inh -3, SKN-1 block 9, bovine MsrA act -1, Neddyl block inactive and MLLE-PAM2 inh -11.
CC(C)C(=O)NC(NCC1CCCO1)C(Cl)(Cl)Cl (stereo not drawn) was read as E coli Lon inh 3, FAS-TE inh -5, CendR NRP1 mod 12, MT1-MMP act inh 4, Rin1-Abl PPI inh 0, SKN-1 block 16, bovine MsrA act 0, Neddyl block inactive and MLLE-PAM2 inh -5.
COc1ccc(CNC(=O)c2c(-c3c(F)cccc3Cl)noc2C)cc1 was read as E coli Lon inh -4, FAS-TE inh -1, CendR NRP1 mod 7, MT1-MMP act inh 2, Rin1-Abl PPI inh -1, SKN-1 block 25, bovine MsrA act -2, Neddyl block inactive and MLLE-PAM2 inh -10.
For COc1cccc(/C(O)=C2/C(=O)C(=O)N(c3cc(C)on3)C2c2cccs2)c1 (stereo not drawn) the results were E coli Lon inh 1, FAS-TE inh 1, CendR NRP1 mod 3, MT1-MMP act inh -12, Rin1-Abl PPI inh -2, SKN-1 block 16, bovine MsrA act -3, Neddyl block inactive and MLLE-PAM2 inh -2.
COc1cc(/C=N\NC(=O)C2COc3ccccc3O2)cc(OC)c1O (stereo not drawn) was read as E coli Lon inh -1, FAS-TE inh -3, CendR NRP1 mod -1, MT1-MMP act inh -2, Rin1-Abl PPI inh 0, SKN-1 block -13, bovine MsrA act 5, Neddyl block inactive and MLLE-PAM2 inh 16.
Screening CCC(C)NC(=O)c1ccccc1SC (stereo not drawn) returned E coli Lon inh 13, FAS-TE inh -4, CendR NRP1 mod -7, MT1-MMP act inh 0, Rin1-Abl PPI inh 1, SKN-1 block 7, bovine MsrA act -3, Neddyl block inactive and MLLE-PAM2 inh 9.
For Cc1cc(C(=O)OCC(=O)NC2CCC(C)CC2)c(C)o1 (stereo not drawn) the results were E coli Lon inh 6, FAS-TE inh 3, CendR NRP1 mod 16, MT1-MMP act inh 2, Rin1-Abl PPI inh -2, SKN-1 block 11, bovine MsrA act -3, Neddyl block inactive and MLLE-PAM2 inh -7.
For CN(C)S(=O)(=O)c1ccc(N2CCCC2)c(C(=O)Nc2nc3ccc(F)cc3s2)c1 the results were E coli Lon inh -5, FAS-TE inh 71*, CendR NRP1 mod 4, MT1-MMP act inh -2, Rin1-Abl PPI inh -3, SKN-1 block 1, bovine MsrA act -1, Neddyl block inactive and MLLE-PAM2 inh 4.
Screening O=c1[nH][nH]cc1C=Nc1ccccc1Cl returned E coli Lon inh -9, FAS-TE inh -3, CendR NRP1 mod -3, MT1-MMP act inh 1, Rin1-Abl PPI inh 6, SKN-1 block 4, bovine MsrA act -4, Neddyl block inactive and MLLE-PAM2 inh 6.
`CCOC(=O)C1=CCN(S(=O)(=O)c2ccc(F)cc2)C1c1ccc(F)cc1` (stereo not drawn) gave CendR NRP1 mod -1, MT1-MMP act inh 1, SKN-1 block -1 and Neddyl block inactive.
Screening Nn1cc(-c2ccccc2)nc1SCC(=O)NCC(F)(F)F returned E coli Lon inh 3, FAS-TE inh -2, CendR NRP1 mod 3, MT1-MMP act inh -1, Rin1-Abl PPI inh 0, SKN-1 block -2, bovine MsrA act -1, Neddyl block inactive and MLLE-PAM2 inh 19.
Screening COc1ccccc1NS(=O)(=O)c1ccc(C(=O)NCC(c2ccco2)N2CCCCC2)cc1 (stereo not drawn) returned E coli Lon inh -1, FAS-TE inh -2, CendR NRP1 mod 2, MT1-MMP act inh -3, Rin1-Abl PPI inh -1, SKN-1 block 0, bovine MsrA act 0, Neddyl block inactive and MLLE-PAM2 inh -7.
For CC(=O)n1ccnc1 the results were E coli Lon inh 0, FAS-TE inh -1, CendR NRP1 mod -4, MT1-MMP act inh -1, Rin1-Abl PPI inh 2, SKN-1 block -2, bovine MsrA act -2, Neddyl block inactive and MLLE-PAM2 inh 9.
Screening NC(=O)C1(N2CCCCC2)CCN(C(=O)NC23CC4CC(CC(C4)C2)C3)CC1 returned E coli Lon inh 5, FAS-TE inh -7, CendR NRP1 mod -4, MT1-MMP act inh -2, Rin1-Abl PPI inh -2, SKN-1 block 10, bovine MsrA act -13, Neddyl block inactive and MLLE-PAM2 inh 6.
`CCN(CC)S(=O)(=O)c1cc(C(=O)Nc2cccnc2)ccc1Cl` gave E coli Lon inh -2, FAS-TE inh -5, CendR NRP1 mod 5, MT1-MMP act inh -1, Rin1-Abl PPI inh -4, SKN-1 block 2, bovine MsrA act -4, Neddyl block inactive and MLLE-PAM2 inh 1.
`COc1ccc(C2=NOC(C(=O)NCCCn3ccnc3)C2)cc1` (stereo not drawn) gave E coli Lon inh -1, FAS-TE inh -6, CendR NRP1 mod 1, MT1-MMP act inh -4, Rin1-Abl PPI inh 3, SKN-1 block 0, bovine MsrA act -8, Neddyl block inactive and MLLE-PAM2 inh -10.
CCOC(=O)CCSCC(=O)Nc1cc(C)on1 was read as E coli Lon inh -5, FAS-TE inh -9, CendR NRP1 mod 5, MT1-MMP act inh 0, Rin1-Abl PPI inh 2, SKN-1 block 5, bovine MsrA act 0, Neddyl block inactive and MLLE-PAM2 inh 23.
O=C1C(=Cc2ccccc2O)SC(=S)N1CCCN1CCOCC1 was read as E coli Lon inh -19, FAS-TE inh 3, CendR NRP1 mod -28, MT1-MMP act inh -3, Rin1-Abl PPI inh 1, SKN-1 block 5, bovine MsrA act 1, Neddyl block inactive and MLLE-PAM2 inh 5.
For O=C(NC1CCN(C(=O)Nc2ccc(F)cc2)CC1)c1ccc(F)cc1 the results were E coli Lon inh -4, FAS-TE inh -4, CendR NRP1 mod 2, MT1-MMP act inh 3, Rin1-Abl PPI inh 2, SKN-1 block 11, bovine MsrA act -2, Neddyl block inactive and MLLE-PAM2 inh -3.
For Cc1ccc(C)c(C(=O)COC(=O)c2cc([N+](=O)[O-])ccc2N2CCOCC2)c1 the results were E coli Lon inh 10, FAS-TE inh 46, CendR NRP1 mod 7, MT1-MMP act inh 2, Rin1-Abl PPI inh 1, SKN-1 block 19, bovine MsrA act -4, Neddyl block inactive and MLLE-PAM2 inh 13.
Screening O=C(CCN1C(=O)COc2ccccc21)NCCCN1CCN(c2ccccc2F)CC1 returned E coli Lon inh -2, FAS-TE inh -3, CendR NRP1 mod 15, MT1-MMP act inh 3, Rin1-Abl PPI inh 1, SKN-1 block 8, bovine MsrA act 0, Neddyl block inactive and MLLE-PAM2 inh 7.
`COc1ccc(C(=O)N2CCC(C(=O)NC3CC3)CC2)cc1` gave E coli Lon inh 3, FAS-TE inh -4, CendR NRP1 mod 9, MT1-MMP act inh -3, Rin1-Abl PPI inh 4, SKN-1 block -5, bovine MsrA act -2, Neddyl block inactive and MLLE-PAM2 inh -2.
Screening Cc1nn(Cc2ccccc2)c(C)c1NC(=O)c1cccs1 returned E coli Lon inh -8, FAS-TE inh -10, CendR NRP1 mod -3, MT1-MMP act inh -3, Rin1-Abl PPI inh 1, SKN-1 block 11, bovine MsrA act -1, Neddyl block inactive and MLLE-PAM2 inh -8.
Screening CC(=O)c1cccc(NC(=O)C(C)N2CCc3ccccc3C2)c1 (stereo not drawn) returned E coli Lon inh -7, FAS-TE inh 4, CendR NRP1 mod 3, MT1-MMP act inh 0, Rin1-Abl PPI inh -1, SKN-1 block -14, bovine MsrA act -2, Neddyl block inactive and MLLE-PAM2 inh -2.
CC(NC(=O)c1ccc(Cl)c(Cl)c1)c1ccc(-c2ccccc2)cc1 (stereo not drawn) was read as E coli Lon inh -4, FAS-TE inh 27, CendR NRP1 mod 0, MT1-MMP act inh 0, Rin1-Abl PPI inh 1, SKN-1 block 0, bovine MsrA act 0, Neddyl block inactive and MLLE-PAM2 inh -8.
For COc1ccc2cc(-c3ccccc3F)ncc2c1 the results were E coli Lon inh 6, FAS-TE inh 13, CendR NRP1 mod -1, MT1-MMP act inh 5, Rin1-Abl PPI inh 3, SKN-1 block 9, bovine MsrA act -2, Neddyl block inactive and MLLE-PAM2 inh -5.
O=C(NC1CCCCC1)c1ccc(-c2ccccc2[N+](=O)[O-])o1 was read as E coli Lon inh -8, FAS-TE inh 18, CendR NRP1 mod -2, MT1-MMP act inh -4, Rin1-Abl PPI inh 1, SKN-1 block 11, bovine MsrA act -6, Neddyl block inactive and MLLE-PAM2 inh 14.
COc1ccccc1C1/C(=C(\O)c2ccc3c(c2)OCCO3)C(=O)C(=O)N1Cc1cccnc1 (stereo not drawn) was read as E coli Lon inh 6, FAS-TE inh -4, CendR NRP1 mod 0, MT1-MMP act inh 0, Rin1-Abl PPI inh -1, SKN-1 block -2, bovine MsrA act -8, Neddyl block inactive and MLLE-PAM2 inh 1.
Screening CCOc1ccc(NC(=O)CC(NC(C)=O)c2ccccc2)cc1S(=O)(=O)N1CCCC1 (stereo not drawn) returned E coli Lon inh -3, FAS-TE inh -6, CendR NRP1 mod -4, MT1-MMP act inh -4, Rin1-Abl PPI inh 2, SKN-1 block 13, bovine MsrA act -4, Neddyl block inactive and MLLE-PAM2 inh -14.
`Cc1cc(C)n2nc(SCC(=O)NC3CCCCC3C)nc2n1` (stereo not drawn) gave E coli Lon inh -5, FAS-TE inh -1, CendR NRP1 mod 1, MT1-MMP act inh 0, Rin1-Abl PPI inh 2, SKN-1 block 4, bovine MsrA act 0, Neddyl block inactive and MLLE-PAM2 inh -6.
For Cc1cc2c(cc1S(=O)(=O)NCc1ccccc1)NC(=O)CO2 the results were E coli Lon inh 14, FAS-TE inh -3, CendR NRP1 mod 6, MT1-MMP act inh 3, Rin1-Abl PPI inh 0, SKN-1 block 11, bovine MsrA act -4, Neddyl block inactive and MLLE-PAM2 inh 12.
